Source: PubChem
NCI-60 one-dose screen, 48 h, at 10 µM unless noted. Numbers give growth in % (100 = growth as untreated, 0 = no growth, -100 = all killed).
OVCAR-3 = OVCAR-3 ovarian cancer. actives 7% (n = 79,000). AID 1794787
NCI-H522 = NCI-H522 lung cancer | actives 8% (n = 78,000)
NCI/ADR-RES = NCI/ADR-RES ovarian cells. actives 4.4% (n = 81,000). AID 1794790
OVCAR-4 = OVCAR-4 ovarian cancer cells. actives 3.7% (n = 80,000)
OVCAR-8 = OVCAR-8 ovarian cancer | actives 4.4% (n = 81,000)
IGROV1 = IGROV1 ovarian cancer | AID 1794786 | actives 4.7% (n = 79,000)
NCI-H23 = NCI-H23 lung cancer | actives 4% (n = 80,000) | AID 1794731
OVCAR-5 = OVCAR-5 ovarian cancer; actives 2.9% (n = 82,000); AID 1794783
SK-OV-3 = SK-OV-3 ovarian cancer cells. actives 3.2% (n = 80,000). AID 1794785
The depositor's hits bear a star; nt = no result given; & = joins results of further samples. How the source made its calls: active means growth percent below 10; inactive means the rest.

SMILES | OVCAR-3 | NCI-H522 | NCI/ADR-RES | OVCAR-4 | OVCAR-8 | IGROV1 | NCI-H23 | OVCAR-5 | SK-OV-3
COC(=O)[C@]1(C)CCC[C@]2(C)c3ccc(C(C)C)cc3C(=O)[C@@H](Br)[C@@H]12 | 95 | 81 | 97 | 82 | 78 | 111 | 90 | 113 | 97
C=C(C)[C@@H]1CC[C@]2(C(=O)N[C@H](CO)Cc3ccccc3)CC[C@]3(C)[C@H](CC[C@@H]4[C@@]5(C)Cc6c([nH]c7ccccc67)C(C)(C)[C@@H]5CC[C@]43C)[C@@H]12 | 77 | 42 | 57 | 67 | 39 | 32 | 60 | 78 | 73
CN(C)CCN1C(=O)CC(c2ccccc2)Sc2ccccc21 (centres undefined) | 109 | 96 | 101 | 106 | 110 | 93 | 101 | 95 | 109
COc1cc(C(=O)/C=C/c2c(-c3ccc(F)cc3)nc3sc(C)cn23)cc(OC)c1OC | 16 | 93 | 2.8* | 24 | 22 | 85 | 29 | 143 | 64
COc1cc(OC)c(S(N)(=O)=O)cc1C1=NN(C(C)=O)C(c2ccc(Cl)cc2)C1 (centres undefined) | nt | 99 | 102 | 97 | 101 | 114 | 101 | 112 | 105
CCCCN(CCCC)C(C)C(O)c1ccc2cc(Br)c3ccccc3c2c1 (centres undefined) | 95 | 53 | 97 | 78 | 100 | 78 | 75 | 81 | 90
CCOC(=O)c1c(C)oc2ncnc(Nc3ccc(C(=O)Nc4cccc(Cl)c4)cc3)c12 | 110 | 78 | 99 | 98 | 103 | 105 | 100 | 116 | 112
COc1cc(-c2cc(-c3ccc(Br)cc3)c(C#N)c(N)n2)cc(OC)c1OC | nt | 97 | 94 | 110 | 100 | 98 | 97 | 101 | 89
CSCC[C@@H]1C(=O)N(C)[C@H](C(C)(C)C)N1C(=O)c1ccccc1 | 103 | 107 | 104 | 105 | 100 | 100 | 101 | nt | 113
C=C1C(=O)O[C@H]2[C@H]1CC/C(COC(=O)OCCCCCO)=C\CC[C@@]1(C)O[C@@H]21 | 33 | 16 | 95 | 84 | 75 | nt | 74 | 101 | 84
CC(=O)O[C@H]1CC[C@]2(C)[C@H]3CC=C4[C@@H]5[C@H](C)[C@@H](C)CC[C@]5(C(=O)NCCNCCNCCN)CC[C@@]4(C)[C@]3(C)CC[C@H]2C1(C)C | 90 | 87 | 90 | 95 | 96 | 57 | 95 | 96 | 106
Cc1ccc2nc([C@@H](C)c3ccc4c(c3)[nH]c3ccc(Cl)cc34)[nH]c2c1 | 105 | 87 | 97 | 99 | 110 | 100 | 96 | 116 | 98
N#CSCC1CC(O)(c2ccccc2)C(c2ccccc2)C(c2ccc(Cl)cc2)O1 (centres undefined) | -100* | nt | -72* | -33* | -86* | -31* | -79* | 0.2* | 50
Oc1ccccc1-c1nn(-c2ccccc2)cc1-c1nc2ccccc2s1 | 106 | 102 | 98 | 83 | 101 | 103 | 92 | 109 | 90
COc1ccc(C(=O)c2cc(C)c(OC)c(C)c2)c(OC)c1N(C(=O)CCl)C(=O)CCl | -6.6* | 6.3* | -37* | 45 | 10 | 14 | 21 | 29 | 2.4*
COc1cc(C(=O)n2nc(NCCCc3ccccc3)c3cc(N)ccc32)cc(OC)c1OC | 101 | 75 | 68 | 105 | 83 | 110 | 93 | 93 | 104
COc1cccc(-c2nn(-c3ccccc3)cc2-c2ccnc(NCCNC(=O)c3ccccc3)c2)c1 | 63 | 57 | 47 | 54 | 44 | 80 | 61 | 102 | 65
COc1cnc2c(c1)C(=O)c1c-2n(CCCNCC2CC2)c(=O)c2cc(F)ccc12 | nt | -55* | 5.0* | -4.8* | -62* | 10 | -44* | -6.5* | -38*
O=C1NC(=O)c2cc(Cl)ccc21 | 96 | 89 | 95 | 94 | 94 | 79 | 91 | 115 | 72
CC1CC=CCC1C(=O)OC/C=C/COC(=O)C1CC=CCC1C (centres undefined) | 98 | 75 | 104 | 86 | 98 | 94 | 89 | 95 | 113
Clc1ccc(OCc2nnc(-c3ccc(N4CCOCC4)cc3)o2)c(Cl)c1 | 94 | 76 | 85 | 76 | 85 | nt | 83 | 106 | 87
CN1CCc2c(c3cccc4c3n2Cc2ccccc2O4)C1 | nt | 93 | 94 | 98 | 96 | 95 | 95 | 108 | 96
COc1ccc(N(c2nc(-c3ccc([N+](=O)[O-])cc3)cs2)C(C)C)cc1 | 81 | 68 | 86 | 70 | 90 | 80 | 65 | 109 | 82
COc1ccc(Nc2ncc3c(n2)CCc2cnc(Nc4ccc(OC)c(OC)c4)nc2-3)cc1OC | 94 | 94 | 96 | 95 | 99 | 79 | 90 | 100 | 84
OCC1OC(n2ccc3c(SCc4ccccc4)ncnc32)C(O)C1O (centres undefined) | 106&111 | 84&96 | 89&87 | 83&79 | 93&51 | 109&124 | 94&97 | 94&98 | 108&96

A section from the list above, as a working copy:
SMILES | OVCAR-3 | NCI-H522 | NCI/ADR-RES | OVCAR-4 | OVCAR-8 | IGROV1 | NCI-H23 | OVCAR-5 | SK-OV-3
CN1CCc2c(c3cccc4c3n2Cc2ccccc2O4)C1 | nt | 93 | 94 | 98 | 96 | 95 | 95 | 108 | 96
COc1ccc(N(c2nc(-c3ccc([N+](=O)[O-])cc3)cs2)C(C)C)cc1 | 81 | 68 | 86 | 70 | 90 | 80 | 65 | 109 | 82
COc1ccc(Nc2ncc3c(n2)CCc2cnc(Nc4ccc(OC)c(OC)c4)nc2-3)cc1OC | 94 | 94 | 96 | 95 | 99 | 79 | 90 | 100 | 84
OCC1OC(n2ccc3c(SCc4ccccc4)ncnc32)C(O)C1O (centres undefined) | 106&111 | 84&96 | 89&87 | 83&79 | 93&51 | 109&124 | 94&97 | 94&98 | 108&96

(further entries)
SMILES | OVCAR-3 | NCI-H522 | NCI/ADR-RES | OVCAR-4 | OVCAR-8 | IGROV1 | NCI-H23 | OVCAR-5 | SK-OV-3
CCc1ccc(C2=NN(c3ccc(S(N)(=O)=O)cc3)C(c3ccc(OC)c(OC)c3)C2)cc1 (centres undefined) | 103 | 88 | 102 | 93 | 105 | 114 | 105 | 110 | 97
O=C(Cc1ccccc1)NNc1nc(Cl)nc(Cl)n1 | 112 | 106 | 111 | 111 | 107 | 106 | 107 | 106 | 99
COc1ccc(/C=C/c2nc(Nc3ccc(C(=O)/C=C/N(C)C)cc3)c3ccccc3n2)cc1 | 83 | 79 | 81 | 90 | 96 | 57 | 86 | 93 | 95
CCOC(=O)c1noc2c1CCc1c-2cn(Cc2ccc(OC)cc2)c1-c1ccccc1 | 83 | 49 | 78 | 84 | 100 | 84 | 57 | 99 | 92
Cc1cc(C)c2c(=O)[nH][nH]c2n1 | 105 | nt | 100 | 115 | 102 | nt | 89 | 96 | 98
c1ccc(OC[C@@H]2CN(Cc3cn4ccccc4n3)CCO2)cc1 | 103 | 87 | 102 | 92 | 94 | 90 | 101 | 99 | 94
c1ccc(-c2nc(N3CCOCC3)c3c4c(sc3n2)CCCCC4)nc1 | 74 | 29 | 27 | 51 | 81 | 24 | 67 | 58 | 33
O=C(O)c1ccc(NC(=S)NC(=O)c2ccc(Cl)c(Cl)c2)cc1 | 89 | 72 | 90 | 100 | 85 | 85 | 84 | 103 | 83
CC1CC2OC2CC1COC(=O)C1CC2OC2CC1C (centres undefined) | 107&116 | 88&106 | 97&108 | 103&106 | 111&91 | 89&109 | 92&110 | 106&94 | 98&107
CCC(=O)Nc1cc(Nc2cc(NC3CC3)n3ncc(C#N)c3n2)ccc1C | 26 | 27 | 44 | 17 | 43 | 6.8* | 15 | 18 | 22
O=C(NCCCl)N(Cc1ccccc1)C(=O)SSCCc1ccccc1 | 112 | 95 | 94 | 91 | 106 | 98 | 92 | 105 | 129
ON1CCN=C1c1ccccc1Cl | 119 | 101 | 99 | 123 | 113 | 106 | 99 | 107 | 112
Nc1nc(-c2cccnc2)nn1-c1nc2ccccc2s1 | 111 | 88 | 98 | 99 | 98 | 101 | 96 | 106 | nt
CC(=O)OCCC(C)(C)C1CCCCC1 | 100 | 91 | 108 | 115 | 103 | 124 | 106 | 106 | 78
Cc1cc(C)nc(NS(=O)(=O)c2ccc(Nc3nc4nc(=S)[nH]c(-c5ccc(O)cc5O)c4c(=O)[nH]3)cc2)n1 | 108 | nt | 123 | 103 | 108 | nt | 113 | 102 | 105
c1ccc(COc2ccc(Nc3ncnc4c3cnn4-c3ccccc3)cc2)cc1 | 113 | nt | 107 | 91 | 113 | 100 | 109 | 99 | 108
O=C(Nc1nc2ccc(C(=O)N3CCN(C(=O)c4ccco4)CC3)cc2s1)c1ccc(NCCc2ccccc2)c([N+](=O)[O-])c1 | 96 | 81 | 90 | 79 | 98 | 79 | 91 | 96 | 91
Cc1nc2ccccc2c(/C=C/c2ccc(Cl)cc2)c1C(=O)/C=C/c1ccccc1 | -35* | -13* | 0.8* | 33 | -2.6* | 0.0* | 22 | -22* | 57
CCOC(=O)CC(=O)C1CC1 | 109 | 91 | 104 | 92 | 115 | 105 | 97 | 111 | 102
C=C(CN1CCc2c([nH]c3ccccc23)C1)c1ccc(C(=O)Nc2ccon2)cc1 | 93 | -15* | 100 | 86 | 78 | nt | 86 | 90 | 62
COc1cc2oc(-c3cccc(C(=O)Nc4ccc(C)cc4)c3)cc(=O)c2c(OC)c1OC | 42 | 6.7* | 38 | 60 | 33 | 44 | 45 | 48 | nt
CC1(C)C(C=C(Cl)Cl)C1C(=O)OCc1cccc(Oc2ccccc2)c1 (centres undefined) | 86 | 82 | 96 | 91 | 91 | 81 | 89 | 80 | 102
COC(=O)c1ccc(C)cc1 | 106 | 97 | 106 | 105 | 103 | nt | 98 | 110 | 100
CC(C)(C)CC(C)(C)SSc1n[nH]c(=S)s1 | 112 | 78 | 110 | 116 | 93 | 101 | 93 | 118 | 107
Cc1ccc2c(c1)O/C(=C\c1ccc([N+](=O)[O-])o1)C2=O | -15* | -66* | 78 | 5.6* | -4.7* | -17* | 56 | 72 | 91

The list goes on, overlapping the part above by five compounds.
SMILES | OVCAR-3 | NCI-H522 | NCI/ADR-RES | OVCAR-4 | OVCAR-8 | IGROV1 | NCI-H23 | OVCAR-5 | SK-OV-3
COc1cc2oc(-c3cccc(C(=O)Nc4ccc(C)cc4)c3)cc(=O)c2c(OC)c1OC | 42 | 6.7* | 38 | 60 | 33 | 44 | 45 | 48 | nt
CC1(C)C(C=C(Cl)Cl)C1C(=O)OCc1cccc(Oc2ccccc2)c1 (centres undefined) | 86 | 82 | 96 | 91 | 91 | 81 | 89 | 80 | 102
COC(=O)c1ccc(C)cc1 | 106 | 97 | 106 | 105 | 103 | nt | 98 | 110 | 100
CC(C)(C)CC(C)(C)SSc1n[nH]c(=S)s1 | 112 | 78 | 110 | 116 | 93 | 101 | 93 | 118 | 107
Cc1ccc2c(c1)O/C(=C\c1ccc([N+](=O)[O-])o1)C2=O | -15* | -66* | 78 | 5.6* | -4.7* | -17* | 56 | 72 | 91
COc1ccc2c(c1)N(CCO)C1=C(C(=O)OC1)C2c1cc(OC)c(OC)c(OC)c1 (centres undefined) | -53* | -36* | -15* | 51 | 7.9* | 10.0* | 17 | 40 | 21
C=CCC(C(=O)O)(c1ccccc1)c1ccccc1 | 104 | 111 | 100 | 100 | 104 | 100 | 97 | 104 | 97
Cc1ccc(S(=O)(=O)c2c(NC(=O)c3ccc(Cl)cc3Cl)n[nH]c2Nc2ccccc2)cc1 | 104 | 78 | 85 | 93 | 97 | 95 | 87 | 101 | 96
COc1ccc(-c2nc(-c3nonc3N)no2)cc1 | 108 | 101 | 111 | 99 | 109 | 110 | 102 | 109 | 109
O=C(CCCCCCNC(=O)C(O)(O)C(F)(F)F)Nc1nc2ccccc2s1 | -39* | -36* | 1.9* | 36 | 8.3* | -3.3* | 3.6* | 1.9* | -26*
Nc1c(Cl)c(Cl)cc(Cl)c1Cl | nt | 110 | 111 | 114 | 113 | 126 | 106 | 100 | 115
COC(=O)CN(Cc1cn(Cc2ccccc2)nn1)C(=O)c1cccc2c(=O)c3ccccc3n(Cc3cn(Cc4ccccc4)nn3)c12 | 94 | 94 | 99 | 92 | 95 | 96 | 98 | 100 | 103
COc1cc(C2CC(c3ccc(Cl)cc3)=NN2c2ccccc2)cc(OC)c1OC (centres undefined) | 102 | 75 | 101 | 90 | 89 | 108 | 106 | 108 | 98
O=C(O)c1ccc(-n2cc(CO)c(-c3cccc(C(F)(F)F)c3)n2)cc1 | 99 | 90 | 95 | 101 | 113 | 109 | 97 | 105 | 111
COc1cc(CNc2ccccc2C(=O)N2CCN(C(=O)c3cc(-c4cc(OC)c(OC)c(OC)c4)n4nc(-c5ccccc5)cc4n3)CC2)cc(OC)c1OC | 4.8* | 7.0* | 16 | 62 | 65 | 45 | 62 | 88 | 60
O=C(Nc1ccccc1C(=O)Nc1nccs1)c1ccccc1 | 87 | 100 | 94 | 94 | 100 | 98 | 94 | nt | 112
C/C(=N\O)c1ccc(NC(=O)c2cc(-c3ccc(S(C)(=O)=O)cc3)nc3ccccc23)cc1 | 109 | 89 | 109 | 109 | 97 | 91 | 97 | 105 | 109
O=C1NC(=O)C(Cc2ccccc2)N1 (centres undefined) | 123 | 96 | 113 | 113 | 103 | 109 | 108 | 104 | 118
COc1ccc(-n2c(=O)nc(NCc3ccc(C(C)(C)C)cc3)[nH]c2=O)cc1 | 108 | 91 | 111 | 91 | nt | 110 | 109 | 99 | 102
CCCCn1c(C)nc2ccc(Nc3nc(N4CCCC4)nc4nc[nH]c34)cc21 | 97 | 86 | 104 | 91 | 83 | 88 | 93 | 89 | 97
O=C(CN1CCN(c2ncnc3c2cnn3-c2ccccc2)CC1)Oc1ccccc1 | 88 | 80 | 91 | 91 | 94 | 90 | nt | 97 | 98
CCOC(=O)C(C#N)c1ccc2ccccc2c1 (centres undefined) | 90 | 100 | 95 | 89 | 101 | 104 | 92 | 87 | 98
O=C(Nc1cc(C2=NCCN2)cc(C2=NCCN2)c1)Nc1cc(C2=NCCN2)cc(C2=NCCN2)c1 | nt | 96 | 103 | 101 | 100 | 105 | 101 | 100 | 102
